# SUMO1 PPI mod = alters human SUMO1 binding to SIM partners. P63165. SUMO1 binding to a labelled peptide, TR-FRET, 1 h. inhibition, % at 20 µM. 0.33% of 360,000 active. AID 602429; in the data active = inhibition above about 37%
# Tb MetRS inh = Trypanosoma brucei MetRS inhibition | purified T. brucei MetRS, ATP depletion, Kinase-Glo luminescence | inhibition, % at 11.9 µM | 0.4% of 360,000 active;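 active = inhibition above a per-plate cutoff of the control wells' mean inhibition plus 3 SD, cut at about 5.5% in these data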;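 also: 0% = DMSO wells median and 100% = median of wells with control inhibitor compound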
#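 Assay system: T. brucei methionyl-tRNA synthetase, purified | Medium: HEPES buffer with MgCl2, KCl, DTT, spermine, BSA, pyrophosphatase | Compound: 11.9 µM single point | Incubation: 15 min enzyme-compound preincubation, 2 h reaction, 10 min detection, 25 °C | Measured by: Kinase-Glo luciferase luminescence reporting remaining unconsumed ATP | Measure: % inhibition normalized to control-well medians | Replication: Singlicate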
# Scp-1 inhibitor = blocks human Scp-1 phosphatase activity; Q9GZU7; Recombinant Scp1, phosphopeptide, malachite green phosphate absorbance; inhibition, % at 20 µM; 0.88% of 340,000 active; AID 493091;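 active = inhibition above about 50% at 20 µM, limit read from the data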;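 also: plate controls were DMSO wells with enzyme for no effect and wells lacking enzyme for full effect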
# Target sequence (Q9GZU7 76-261 limits assumed): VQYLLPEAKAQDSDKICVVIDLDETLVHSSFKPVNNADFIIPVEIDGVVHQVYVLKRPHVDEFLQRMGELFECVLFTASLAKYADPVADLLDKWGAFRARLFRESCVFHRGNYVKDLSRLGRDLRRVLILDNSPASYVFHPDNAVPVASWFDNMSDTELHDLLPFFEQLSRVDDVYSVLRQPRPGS
#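 Material – SCP-1 phosphatase catalytic domain, residues 76-261 · Buffer or medium – Acidic Tris acetate buffer with magnesium and detergent · Also added – Phospho 17-mer peptide substrate · Compound – single 20 µM dose, 1% DMSO · Times – 45 min room-temperature reaction, 5 min colour, 30 min stabiliser · Technique – Phosphate-binding colour reagent, absorbance read at 630 nm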
# STEP block = STEP (human) phosphatase inhibition | AID 588621 | inhibition, % at 20 µM | 0.25% of 360,000 active | P54829 | recombinant STEP, OMFP fluorogenic substrate, fluorescence;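 active = inhibition at 20 µM, scaled per plate between control wells, above about 37%, limit read from the data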;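 also: 0% = DMSO with enzyme and substrate and 100% = substrate only without enzyme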
# Target sequence (P54829 whole entry, looked up): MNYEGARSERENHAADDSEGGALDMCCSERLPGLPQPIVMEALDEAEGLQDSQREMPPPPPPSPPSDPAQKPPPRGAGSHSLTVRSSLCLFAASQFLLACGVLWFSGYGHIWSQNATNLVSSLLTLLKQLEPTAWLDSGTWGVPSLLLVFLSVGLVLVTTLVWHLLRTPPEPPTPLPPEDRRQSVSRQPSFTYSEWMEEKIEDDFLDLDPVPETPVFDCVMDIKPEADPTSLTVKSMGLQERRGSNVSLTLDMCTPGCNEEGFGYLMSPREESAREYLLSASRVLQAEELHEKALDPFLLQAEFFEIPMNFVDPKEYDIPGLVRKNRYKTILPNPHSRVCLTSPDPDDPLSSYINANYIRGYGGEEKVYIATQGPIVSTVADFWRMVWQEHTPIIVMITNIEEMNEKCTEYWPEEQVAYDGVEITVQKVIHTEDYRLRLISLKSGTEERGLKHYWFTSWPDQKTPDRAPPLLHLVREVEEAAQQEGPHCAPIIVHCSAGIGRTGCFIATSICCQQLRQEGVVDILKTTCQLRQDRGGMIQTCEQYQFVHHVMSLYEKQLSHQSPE
#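 medium = Bis-Tris buffer pH 6.0, 2.5 mM DTT, 0.005% Tween 20 | test system = STEP (striatal-enriched tyrosine phosphatase) enzyme, cell-free | measure = normalized % inhibition | compound dosing = 20 µM, 1% DMSO | also added = 25 µM OMFP | schedule = reaction 20 min, ambient temperature | measured by = fluorescence read at 480 nm ex / 540 nm em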
# MsrA inhibitor = bovine MsrA inhibition; purified bovine MsrA, absorbance read-out; inhibition, % at 15.5 µM; 0.75% of 360,000 active; AID 651718; in the data active = inhibition above about 4.5%;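 also: 0% = vehicle wells with enzyme and 100% = reference inhibitor wells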
# Rpn11 block = blocks the human proteasome subunit Rpn11. 0.59% of 360,000 active. calls only at 20 µM. O00487. human 26S proteasome, Ub4-pepOG fluorescence polarization; 20S core pre-blocked with epoxomicin;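 active = inhibition at 20 µM, scaled to each plate's controls, above about 33%, limit read from the data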
# Target sequence (O00487 whole entry, looked up): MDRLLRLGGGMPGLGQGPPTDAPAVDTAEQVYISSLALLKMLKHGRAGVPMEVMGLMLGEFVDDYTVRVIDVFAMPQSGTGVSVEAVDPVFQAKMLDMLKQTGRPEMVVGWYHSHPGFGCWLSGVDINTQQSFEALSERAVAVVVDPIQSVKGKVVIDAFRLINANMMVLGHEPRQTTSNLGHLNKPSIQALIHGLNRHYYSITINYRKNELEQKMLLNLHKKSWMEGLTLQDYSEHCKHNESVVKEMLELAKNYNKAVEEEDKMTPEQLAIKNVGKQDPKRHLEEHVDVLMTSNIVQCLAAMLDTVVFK
# DNMT1 inh = inhibitors of human DNMT1. 0.83% of 360,000 active. inhibition (reported as % activation of signal), % at 10 µM. DNMT1 molecular beacon, Hinp1I cleavage, fluorescence; in the data active = inhibition above about 50%
# CSN deneddyl inh = CSN deneddylation inhibition. Q92905. Purified CSN, SCF-Nedd8-OG deneddylation, fluorescence polarization. inhibition, % at 12.5 µM. 0.38% of 360,000 active. AID 651999;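 active = pattern-corrected inhibition above about 35%, with an unprinted fluorescence ratio check between 0.5 and 1.5, limit read from the data, passing the limit was not always enough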;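 also: 0% = enzyme with substrate and 100% = substrate without enzyme; some results filed as inactive read as strong as hits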
#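 Material: human Csn5 produced in HEK293T cells; Input: enzyme 0.24 nM; Reagent: SCFSkp2-Nedd8OG substrate at 10 nM final; Dosing: 12.5 µM compound; Incubation: 90 min reaction at room temperature; Detection: fluorescence polarization of the substrate; Evaluation: % inhibition of substrate cleavage by Csn5; Control set: substrate-only high control, full reaction low control.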
# LMPTP block = blocks human LMPTP phosphatase. P24666. recombinant LMPTP-A, OMFP fluorogenic substrate, fluorescence intensity. inhibition, % at 20 µM. 0.22% of 360,000 active. AID 651560;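 active = compounds that cut the enzyme signal by at least half of the control window in the single-dose screen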;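 also: plate controls were DMSO wells with enzyme plus substrate for no effect and substrate without enzyme for full effect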
#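 Test system: LMPTP-A phosphatase enzyme. Amount: LMPTP-A at 0.625 nM final in the reaction. Reagent: OMFP substrate, 400 µM final. Times: 50 min at room temperature. Signal: endpoint fluorescence intensity from OMFP dephosphorylation. Read-out basis: % inhibition. Benchmarks: no-enzyme and uninhibited controls.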
# NadD inh = NadD (S. aureus) enzyme inhibition; inhibition, % at 20 µM; 0.78% of 360,000 active; purified NadD enzyme, colorimetric absorbance read-out; in the data active = inhibition above about 26%; also: some compounds past the cut are filed as inactive
# An asterisk follows results filed as active; i = inactive; . = not tested or not shown; + = active, no number. Hits appear at their usual frequency; any-hit rate near 3.9%.
SMILES	SUMO1 PPI mod	Tb MetRS inh	Scp-1 inhibitor	STEP block	MsrA inhibitor	Rpn11 block	DNMT1 inh	CSN deneddyl inh	LMPTP block	NadD inh
CC(C)Oc1ccccc1C1CC(=O)Nc2cc3c(cc21)OCCO3 (centres undefined)	2	-1.1	-8	0	0.5	i	1	-2	-0.4	-7
O=C(COC(=O)c1cnccn1)NC(=O)c1ccccc1	1	-0.4	13	-1	1.5	i	3	-1	-0.7	0
CCOC(=O)/C(=N\Nc1ccccc1Cl)N(C)C1CCS(=O)(=O)C1 (centres undefined)	-1	-0.8	3	12	3.4	i	25	8	-0.7	1
CCOc1cc(-c2cc(-c3ccc(N)cc3)nc(N)c2C#N)ccc1O	-2	-0.6	-12	-2	0.2	i	-23	0	6.7	6
Cc1cccc(NC(=O)CNC(=O)N2CC(=O)Nc3ccccc32)c1C	6	-0.8	3	-6	-1.3	i	-1	0	0.8	-5
COc1ccc(/C=C/C(=O)O)cc1S(=O)(=O)NCc1cccnc1	8	-0.3	12	1	-0.5	i	12	2	-0.5	7
Oc1c(CN2CCOCC2)cc(COCc2ccccc2)c2cccnc12	-15	-0.4	-10	4	0.6	i	-2	1	-1.8	-7
COc1ccc(CCNC(=O)CNC(=O)Cn2cnc3sc(C)c(C)c3c2=O)cc1OC	1	-0.2	-4	0	-0.4	i	-2	7	-1.3	-1
COC(=O)C1=C(C)N(CCCC(=O)O)C(=O)NC1c1ccc([N+](=O)[O-])cc1 (centres undefined)	-3	-0.1	-5	1	0.5	i	0	-1	-0.5	0
COc1ccccc1/C=C1\SC(=S)N(NS(=O)(=O)c2ccc(C)cc2)C1=O	-17	0.0	-16	-2	2.4	i	3	-1	3.3	5
COc1ccccc1C(=O)Nc1nc2cc3c(cc2s1)OCO3	27	-0.5	-12	2	0.5	i	-22	0	-1.6	-6
CC1(C(=O)Nc2ccc3c(c2)OCCO3)CN(S(C)(=O)=O)CC(=O)N1Cc1ccco1 (centres undefined)	3	-1.2	.	.	0.9	.	.	0	-1.1	.
Cc1onc(-c2ccccc2Cl)c1C(=O)NCC1CCCO1 (centres undefined)	2	-1.1	-5	0	0.7	i	-1	3	-0.2	-1
CCN(CC)Cc1c(C(=O)N/N=C(\C)c2ccncc2)nnn1-c1nonc1N	-3	-0.8	-9	2	-0.1	i	0	1	-1.4	-8
O=C(NCc1cn2ccccc2n1)c1ccccc1	-1	-1.6	3	-2	-1.4	i	0	2	0.1	1
O=C(c1ccc(S(=O)(=O)Nc2cccc(C(F)(F)F)c2)cc1)N1CCOCC1	3	0.2	-8	0	0.4	i	-1	-1	-0.4	0
CCOc1cc(NC(=O)c2ccccc2C(=O)O)c(OCC)cc1NC(=O)c1ccccc1F	10	0.9	-6	1	0.2	i	-20	-2	12	-2
Cc1cc(C)cc(NC(=O)C(OC(=O)c2ccc(NC(=O)CC#N)cc2)c2ccccc2)c1 (centres undefined)	4	0.2	-13	-3	-0.1	+	-13	6	3.7	40*
CC(=O)Nc1ccc(-c2nn[nH]n2)cc1	0	0.2	-7	-1	-0.2	i	0	2	-1.7	-3
O=[N+]([O-])c1cc(C(F)(F)F)c(Cl)cc1N1CCN(CCO)CC1	-16	-0.8	-5	2	0.7	i	2	-4	-1.3	-6

# An excerpt from above in order of the Scp-1 inhibitor value, ascending.
Molecule,SUMO1 PPI mod,Scp-1 inhibitor,MsrA inhibitor,Rpn11 block,DNMT1 inh,CSN deneddyl inh,LMPTP block,NadD inh
Cc1cc(C)cc(NC(=O)C(OC(=O)c2ccc(NC(=O)CC#N)cc2)c2ccccc2)c1 (centres undefined),4,-13,-0.1,+,-13,6,3.7,40*
CCN(CC)Cc1c(C(=O)N/N=C(\C)c2ccncc2)nnn1-c1nonc1N,-3,-9,-0.1,i,0,1,-1.4,-8
CC(=O)Nc1ccc(-c2nn[nH]n2)cc1,0,-7,-0.2,i,0,2,-1.7,-3
CCOC(=O)/C(=N\Nc1ccccc1Cl)N(C)C1CCS(=O)(=O)C1 (centres undefined),-1,3,3.4,i,25,8,-0.7,1

# The list goes on:
SMILES	SUMO1 PPI mod	Tb MetRS inh	Scp-1 inhibitor	STEP block	MsrA inhibitor	Rpn11 block	DNMT1 inh	CSN deneddyl inh	LMPTP block	NadD inh
Cc1ccn2c(=O)nc(SCC(=O)N3CCCCCC3)nc2c1	2	-0.3	19	3	2.2	i	0	5	-0.9	0
Cc1c(NC(=O)CSc2ccccc2F)c(=O)n(-c2ccccc2)n1C	1	-0.4	-7	0	-0.7	i	2	2	-0.8	-5
O=C(C=Cc1ccco1)c1ccc([N+](=O)[O-])cc1	-25	-0.2	-5	0	1.1	i	18	12	5.4	1
O=C(NNC(=S)Nc1ccc(C(=O)O)c(O)c1)c1ccncc1	2	-0.1	-12	-1	3.4	i	-1	1	-1.1	4
CC(C)NC(=S)Nc1cccc2cnccc12	-3	-0.7	-1	-4	0.5	i	1	-5	1.2	4
O=C(NC1=NCCS1)c1cccc2ccccc12	-7	-1.3	2	-1	0.3	i	2	-3	-0.9	-1
C#CCOCCOCCOCCNc1nc(N2CCN(C(=O)[C@H](CCCCN)n3cc(CCC(=O)O)nn3)CC2)nc(N2CCN(C(=O)[C@H](Cc3ccc(O)cc3)n3cc(CCO)nn3)CC2)n1	-2	-0.2	-1	0	-0.4	i	9	-1	-3.9	-1
O=C(CCN1CCOCC1)NNC(=O)Nc1cccc([N+](=O)[O-])c1	-30	-0.5	2	0	-0.5	i	1	2	-1.2	-3
CC1Cn2c(COc3ccccc3)nnc2S1 (centres undefined)	7	-0.2	-4	-4	1.5	i	1	-2	-1.9	4
COCCn1c(=NC(=O)CSCC(=O)N2CCOCC2)sc2ccccc21	1	0.2	-7	0	0.8	i	-1	1	-1.1	-4
CN1/C(=C\C(=O)Nc2ccc(Cl)cc2)C(C)(C)c2ccccc21	1	0.8	-10	-3	2.9	i	-11	3	5.1	1
COc1cccc(CNC(=O)[C@H](CC(C)C)NC(=O)N2CCn3c2nc2ccccc23)c1	-2	-0.5	-7	0	-1.5	i	-1	4	1.5	-3
CCc1ccc(C(=O)OCC(=O)N2CCCCCC2)cc1	1	-0.4	-7	-2	-0.8	i	5	-1	-0.2	-4
Cc1cc(C)n(-c2ccc(C(=O)Nc3ccc(S(=O)(=O)NCc4ccco4)cc3)cc2)n1	14	0.7	3	0	-0.4	i	-6	-4	1.2	3
O=C(CN1C(=O)C2CCCN2c2ncc(Cl)cc21)NCc1ccc2c(c1)OCO2 (centres undefined)	-9	0.4	-8	-6	0.5	.	-4	5	0.1	26
Cc1ccccc1NC(=O)CN1C(=O)CSc2ccc(S(=O)(=O)N3CCCCC3)cc21	1	-0.4	38	-1	-0.5	i	3	2	0.6	-5
CCC(=O)c1cn(CC(=O)OC)c2ccccc12	-3	-1.0	-3	0	-0.8	i	1	-2	-2.4	-4
COC(=O)CC1COc2ccccc2N1C(=O)c1ccc(Br)cc1 (centres undefined)	0	-0.5	-5	-3	-0.9	i	0	-4	-0.4	-5
COc1ccc(C(CNC(=O)C(C)Oc2ccc(Br)cc2)N2CCCCC2)cc1 (centres undefined)	2	-0.2	-7	-2	-0.1	i	-1	-7	-2.0	-4
O=C(CC1COc2ccccc2O1)Nc1ccccn1 (centres undefined)	-1	-0.5	1	-5	-0.2	i	-1	-1	-1.5	4
Nc1nc(NCCCN2CCOCC2)nc(Nc2cccc(F)c2)c1[N+](=O)[O-]	-20	-1.0	-1	3	2.1	i	-2	-1	5.2	-11
CCN1CCN(c2ccc(N3CCN(S(=O)(=O)c4cccc([N+](=O)[O-])c4)CC3)nn2)CC1	-37	-0.3	.	-3	0.1	i	3	4	1.7	3
COc1ccc(-c2csc(COC(=O)C(C)(C)C)n2)cc1	0	0.0	-9	2	0.8	i	4	105*	-14	-2
CSc1ccccc1NC(=O)Nc1cccc2ccccc12	2	0.0	-11	1	-0.9	i	5	1	-1.2	-2
NC(=O)c1ccccc1OCC(=O)Nc1ccc(Cl)c(Cl)c1	7	1.4	-16	-5	-1.3	i	-1	3	-3.3	-6
C=CCNC(=O)C(=O)N/N=C/c1cccc(Br)c1	-3	-0.5	-6	8	-0.7	i	3	1	-1.0	0
O=c1c2cnn(-c3ccc(F)cc3)c2ncn1Cc1ccccc1	0	-0.6	-4	0	0.0	i	9	-1	1.4	-7
CCCNC1CCS(=O)(=O)C1 (centres undefined)	0	-0.7	-4	3	-0.6	i	4	1	-1.9	9
O=C(N/N=C/c1ccccc1)c1sccc1OCc1ccc(F)cc1	-6	-1.4	4	4	-0.2	i	2	-1	0.8	6
COc1ccc(CNC(=O)CN(C)Cc2ccc(SC)cc2)cc1	11	0.0	-2	-3	0.3	i	1	-1	0.5	0
CCCOc1ccc(N)cc1N	30	0.1	1	1	1.1	i	-7	8	22	44*
Cc1ccc(N/N=C2\COC(C)(C)CC2=O)cc1	2	-0.7	-1	1	1.4	i	-2	0	-1.2	3
O=C(N/N=C/c1oc(O)c2ccccc12)c1ccccc1O	23	-0.4	-7	5	1.0	i	-2	-3	-0.5	1
CCOC(=O)CNC(=O)CSc1nc(NCc2ccccc2)nc(N(C)C)n1	14	-0.9	1	1	-0.3	i	3	2	-0.2	1
Cc1ccccc1CNC(=O)c1ccccc1	1	-0.1	-9	-2	0.1	i	0	-2	-1.8	1
Cc1nnc(NC(=O)Cc2ccc(OCc3c(C)noc3C)cc2)s1	-2	-1.1	0	-2	-0.8	i	-9	-3	0.5	3
CCOC(=O)C1=C(O)C(=O)N(Cc2ccccc2)C1	11	-0.7	-10	1	1.1	i	5	2	-1.4	1
Cc1ccccc1NC(=O)Cc1nc(COC(=O)c2ncc(Cl)c(Cl)c2Cl)cs1	4	-0.2	-9	0	-1.1	i	-4	6	1.1	-3
Cc1nnc2n1N=C(c1ccccc1)CS2	-2	-0.5	-10	1	-0.1	i	1	0	-1.6	-4

# Screening results (PubChem)
